# Compound activity: PubChem, several laboratories
# FXN GAA850 act: frataxin GAA850 promoter activation; HEK293 lucGAA850 FXN promoter luciferase reporter, 24 h; percent of 10 µM SAHA response; activation, % at 6 µM; actives 0.56% (n = 360,000); AID 540364;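 active = activation above the average of all compounds screened plus 3 SD, cutoff fixed separately per campaign, cut at about 7.5% in these data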;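 also: 0% = DMSO wells and 100% = 10 µM SAHA wells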
# NPR2 activator: GC-B (human) receptor activation. HEK293-GC-B cells, CNP EC30, cGMP TR-FRET; 0% at EC30 CNP, 100% saturating CNP. activation, % at 10 µM. actives 0.11% (n = 370,000). AID 1920062;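 active = activation at 10 µM reaching about 35% in either raw or pattern-adjusted values, limit read from the data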
# HGIII-sPLA2 inh: Inhibits HGIII-sPLA2 liposome hydrolysis, primary screen | Q9NZ20 | QFRET BODIPY PC-A2 liposome hydrolysis, fluorescence | inhibition, % at 12.2 µM | actives 0.56% (n = 370,000) | AID 743126;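 active = inhibition above mean plus 3 SD of compounds lying within the high and low control bounds, cut at about 19% in these data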;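 also: 0% = median of test compound wells and 100% = no enzyme DMSO wells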
# ARFGAP1 inh: inhibitors of rat ARFGAP1. actives 0.26% (n = 360,000). Q62848. Arfgap1-stimulated ARF1 GTP hydrolysis, GDP FP detection. inhibition, % at 16.5 µM;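 active = inhibition above a per-plate limit, mean inhibition of low control wells plus 3 SD, cut at about 25% in these data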;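 also: 0% = DMSO wells with enzyme and 100% = wells lacking Arfgap1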
# Target sequence (Q62848 1-136 limits assumed): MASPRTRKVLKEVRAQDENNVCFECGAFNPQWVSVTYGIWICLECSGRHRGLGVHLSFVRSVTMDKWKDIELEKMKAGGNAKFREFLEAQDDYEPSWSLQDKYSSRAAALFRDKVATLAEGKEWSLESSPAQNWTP
#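 Material – truncated rat Arfgap1 GAP domain · Buffer or medium – HEPES-based buffer, pH 7.5 · Reagent – human ARF1(Δ1-17)-GTP substrate · Dosing – 16.5 µM single point, 1.26% DMSO · Schedule – GTP hydrolysis reaction 2 h at 25 °C · Technique – GDP detection by fluorescence polarization · Benchmarks – No-Arfgap1 wells (100%) versus DMSO full-reaction wells (0%) · Repeats – single replicate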
# NPR1 activator: GC-A (human) enzyme activation | HEK293 GC-A cells, cGMP TR-FRET, EC30 ANP; 0% at EC30 ANP, 100% saturating ANP | activation, % at 10 µM | actives 0.14% (n = 370,000) | AID 1671463; in the data active = activation above about 40%
# KLK7 zymogen act: activates the human kallikrein-7 zymogen; purified proKLK7, EDANS-DABCYL substrate fluorescence; 100% is mature enzyme control, 0% vehicle; P49862; actives 0.9% (n = 370,000); activation, % at 7 µM;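 active = activation above the mean of all tested compounds plus 3 SD, computed per campaign excluding outliers beyond control limits, cut at about 13% in these data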
# ADAM10 inh: inhibitors of human ADAM10; recombinant ADAM10, EDANS/DABCYL FRET peptide cleavage, 3 h; inhibition, % at 7 µM; actives 0.62% (n = 370,000); AID 720582;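 active = inhibition above a per-campaign cutoff equal to the mean of compounds falling between control-based bounds plus 3 SD, cut at about 20% in these data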;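 also: 0% = DMSO wells while the 100% control is not disclosed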
# rCAG binder: binds r(CAG) RNA repeats; r(CAG) RNA repeat, TO-PRO-1 dye displacement fluorescence; inhibition, % at 3 µM; actives 1.3% (n = 370,000); AID 651821;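 active = inhibition above the plate cutoff, the mean of all test compounds on that plate plus 3 SD, cut at about 35% in these data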;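 also: 0% = DMSO alone and 100% = 100 µM mitoxantrone as full dye displacement; higher means more dye released from RNA so lower well fluorescence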
# ASAP1 inh: blocks human ASAP1-stimulated Arf1 GTP hydrolysis; Q9ULH1; GDP FP detection; inhibition, % at 16.5 µM; actives 0.19% (n = 360,000); AID 624377; in the data active = inhibition above about 25%;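 also: 0% = vehicle with enzyme and substrate and 100% = no enzyme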
# Target sequence (Q9ULH1 325-724 limits assumed): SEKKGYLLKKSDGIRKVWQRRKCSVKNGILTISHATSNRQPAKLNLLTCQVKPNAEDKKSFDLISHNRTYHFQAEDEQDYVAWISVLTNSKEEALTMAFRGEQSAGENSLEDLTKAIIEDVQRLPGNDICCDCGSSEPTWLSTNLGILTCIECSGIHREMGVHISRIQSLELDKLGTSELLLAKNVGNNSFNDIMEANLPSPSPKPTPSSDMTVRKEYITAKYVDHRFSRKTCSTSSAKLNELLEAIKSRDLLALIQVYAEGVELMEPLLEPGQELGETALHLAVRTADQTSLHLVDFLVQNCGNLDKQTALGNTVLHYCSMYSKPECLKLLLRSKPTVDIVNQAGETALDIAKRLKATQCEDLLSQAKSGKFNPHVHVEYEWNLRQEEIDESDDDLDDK
# DDE Tn6 FP inh: DD(E)-Tn6 binding inhibition, primary FP screen | inhibition, % at 8.3 µM | actives 0.21% (n = 370,000) | Fibrin DD(E) TRITC-Tn6 fluorescence polarization displacement;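 active = inhibition above a per-campaign cutoff: mean of compounds within control limits plus 3 SD, cut at about 15% in these data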;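 also: 0% = median of all compound wells on the plate and 100% = blocking peptide control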
# Target sequence (P02675 whole entry, looked up): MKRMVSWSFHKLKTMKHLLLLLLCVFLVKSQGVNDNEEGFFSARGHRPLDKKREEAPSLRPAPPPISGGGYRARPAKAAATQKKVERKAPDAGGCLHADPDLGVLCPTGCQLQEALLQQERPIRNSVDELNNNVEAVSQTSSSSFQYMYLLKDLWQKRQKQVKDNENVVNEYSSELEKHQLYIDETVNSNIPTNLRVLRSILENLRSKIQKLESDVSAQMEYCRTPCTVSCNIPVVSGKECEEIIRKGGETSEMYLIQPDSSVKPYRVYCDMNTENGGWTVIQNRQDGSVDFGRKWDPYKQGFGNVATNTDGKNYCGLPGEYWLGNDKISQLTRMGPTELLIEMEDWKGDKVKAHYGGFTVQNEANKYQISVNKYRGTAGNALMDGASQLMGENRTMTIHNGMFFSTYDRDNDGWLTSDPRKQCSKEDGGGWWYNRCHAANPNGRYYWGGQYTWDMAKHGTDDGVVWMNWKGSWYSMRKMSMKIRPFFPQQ
# * hit, by the source's call; . = not tested or not shown. An unsorted share of the library, and some 4.5% of all compounds hit somewhere here.
structure	FXN GAA850 act	NPR2 activator	HGIII-sPLA2 inh	ARFGAP1 inh	NPR1 activator	KLK7 zymogen act	ADAM10 inh	rCAG binder	ASAP1 inh	DDE Tn6 FP inh
O=c1[nH]c2ccccc2nc1N1CCOCC1	-2.3	3	2	2	1	-0.6	-6	-2	2	2
COc1ccc(-n2c(Cc3cc(=O)[nH]c(=O)[nH]3)nnc2SCC(=O)Nc2ccccc2)cc1	-1.0	1	-22	-4	1	0.2	-23	6	17	-7
COc1ccccc1C(CNc1ncccc1[N+](=O)[O-])N(C)C (stereo not given)	0.5	-4	8	12	-4	0.4	-11	1	4	-1
O=C1CSC(=S)N1/N=C/c1cccc(C(F)(F)F)c1	1.3	3	3	-8	0	-1.1	-2	18	0	3
CC(C)N(C(=O)CN1C(=O)C(=O)c2ccccc21)c1ccccc1	-0.1	1	7	-4	-1	0.7	0	1	-8	-5
Cc1cc(C)n2nc(SCc3nnc(SCc4ccccc4C)s3)nc2n1	-1.4	2	-18	3	0	0.2	13	-5	-2	-2
CCOc1ccc(/C=N/NC(=O)c2ccc3nc[nH]c3c2)cc1OC	-0.5	-1	2	22	0	0.7	-20	0	19	-7
COc1ccc(S(=O)(=O)N2CCCOC2CNC(=O)C(=O)NCc2ccco2)cc1C (stereo not given)	0.3	0	-3	-2	0	0.4	1	1	-4	0
Cn1cc(Cc2ccc(C(=O)NCc3ccccc3)cn2)c2ccccc21	0.8	2	-26	6	3	5.9	-50	9	9	5
COc1ccc(NCC(O)COc2ccc(C(C)(C)C)cc2)cc1 (stereo not given)	3.6	-2	-3	8	2	-1.1	13	-7	5	-3
COc1ccccc1N(C)S(=O)(=O)c1ccc(C(=O)O)cc1	-1.6	-1	-5	3	-1	-0.1	5	-1	-8	0
Cc1ccc2oc(=O)c3cnn(CC(=O)N4CCCCCC4)c3c2c1	0.1	1	9	6	-1	-0.3	-7	0	-6	6
COc1ccc(N2CCCC2=N)c(OC)c1	0.9	6	8	-22	8	-0.2	-1	0	9	0
O=C(Nc1cc([N+](=O)[O-])c2[nH]c(=O)c3ccccc3c2c1)C(F)(F)F	3.4	-1	7	14	13	3.8	-5	1	1	-7
C=CC(=O)NC(C)(C)Cc1ccccc1	0.8	-1	7	0	0	-1.0	-10	-2	-3	8
COc1ccccc1-c1n[nH]c2c1[C@H](C)CC[C@H]2C(C)C	-1.0	1	-3	25	-2	-0.3	11	-3	-1	-4
O=C(COc1ccccc1C(=O)c1cnn(-c2ccccc2)c1)Nc1ccccc1	5.3	2	-6	15	-4	0.5	0	-1	-1	-6
CCN1C(=O)[C@H]2[C@@H](c3ccc(-c4ccc(F)cc4)c(OC)c3)N3CCCC[C@@]3(C(=O)OC)[C@H]2C1=O	-2.6	-2	-16	11	-3	-0.2	7	4	8	2
CCOC(=O)c1ccc(NC(=O)CC2C(=O)N(c3ccccc3)C(=O)N2CCCOC)cc1 (stereo not given)	-2.1	1	-18	19	2	0.8	-1	0	10	0
Cn1c(=O)c2c(nc(NCc3ccc4c(c3)OCO4)n2Cc2ccccc2)n(C)c1=O	1.5	9	-4	0	10	0.5	1	-3	-3	-9

# Later entries
structure	FXN GAA850 act	NPR2 activator	HGIII-sPLA2 inh	ARFGAP1 inh	NPR1 activator	KLK7 zymogen act	ADAM10 inh	rCAG binder	ASAP1 inh	DDE Tn6 FP inh
COc1ccc(C(=O)c2ccccc2)c(OCC(=O)N(C)C)c1	2.6	-3	2	7	0	0.1	-1	-2	-8	3
Cn1c(CN2CCCCC2)nc2cc(NC(=O)c3ccccc3)ccc21	-1.3	6	8	10	1	-0.8	-13	-1	2	1
COc1cc2c(cc1OC)C(C)N(C(=O)[C@@H](NC(=O)c1ccccc1)C(C)C)CC2 (stereo not given in full)	0.6	-2	7	1	-1	-0.4	2	-9	-2	-4
Cc1cc(C)n2c(NC3CCCC3)c(-c3ccc(F)cc3)nc2n1	.	2	10	7	1	0.8	-25	4	0	-3
COc1cccc(/C=N/NC(=O)c2[nH]c(C)c(C(=O)N/N=C/c3cccc(OC)c3O)c2C)c1O	-5.5	-1	17	-8	-3	-14	-10	25	2	-34
Cc1ccc(NC2CCCN(C(=O)CCC(=O)c3ccccc3)C2)cc1C (stereo not given)	-0.4	-4	-1	-3	-1	0.7	5	-5	11	-3
Nc1ccc(-c2cn3cccnc3n2)cc1	-1.4	-13	8	3	-6	0.2	-17	-5	0	4
CC1(C)CC(NC(=O)c2cccc([N+](=O)[O-])c2)CC(C)(C)N1	1.3	2	16	7	2	-0.1	-6	3	0	2
CC(C)c1ccc(C(CC(=O)O)NC(=O)c2cccs2)cc1 (stereo not given)	0.4	1	1	-6	1	-0.1	-9	3	5	5
Cc1ccc(-c2nc(CS(=O)(=O)CC(=O)N3CCc4ccccc4C3)c(C)o2)cc1	0.6	-5	-30	6	1	0.2	-11	4	5	-6
O=C(c1ccco1)c1cn(CC(=O)N2CCCC2)c2ccccc12	0.3	1	1	5	2	0.0	-5	0	1	-6
Cc1cccc(N2CC(C(=O)Nc3nnc(SCc4cccnc4)s3)CC2=O)c1 (stereo not given)	-1.0	-5	-1	-6	-4	0.0	-4	9	-3	0
O=C(CSc1nnnn1Cc1ccccc1)c1ccccc1F	0.8	-3	-33	14	5	-0.6	-5	4	12	-4
O=C(CSCC(=O)NN=Cc1ccccc1)NN=Cc1ccccc1	1.4	-4	12	-4	-2	-0.2	-8	2	-9	-2
CC(C)c1ccc(/C=N/NC(=O)c2ccccc2Cl)cc1	-2.4	-6	3	4	-2	-0.4	-4	-7	8	6
CC1=NN(c2ccccc2)C(=O)/C1=C/c1ccc(-c2ccc(C)c(C(=O)O)c2)o1	.	-6	-1	14	2	-0.3	-6	4	-3	2
Cc1ccc2nsnc2c1S(=O)(=O)N1CCN(Cc2ccc3c(c2)OCO3)CC1	3.1	2	0	11	-2	-1.2	3	-2	7	-3
Cc1ccc2cccc(OCC(=O)N(C)CC(=O)Nc3ccc(F)cc3)c2n1	1.3	-3	14	4	1	0.5	-29	5	3	-4
COc1ccc(CN(C)C(=O)c2oc3ccccc3c2CSC)cc1F	-0.4	-8	-8	-6	2	-0.4	7	0	9	1
CSc1ccc(C2NC(=O)CCC2[N+](=O)[O-])cc1 (stereo not given)	2.1	0	4	4	5	0.2	6	-2	9	0

# The listing continues:
structure	FXN GAA850 act	NPR2 activator	HGIII-sPLA2 inh	ARFGAP1 inh	NPR1 activator	KLK7 zymogen act	ADAM10 inh	rCAG binder	ASAP1 inh	DDE Tn6 FP inh
CS(=O)(=O)Nc1ccccc1NS(C)(=O)=O	0.7	-1	1	-13	1	-0.4	1	1	12	6
O=C(CN(c1cccc(Cl)c1)S(=O)(=O)c1ccccc1)NN=C1CCCC1	2.5	-4	-11	8	-3	-0.1	8	8	4	0
CC(=O)N1CCN(C(=O)c2cc(=O)c3ccccc3o2)CC1	2.6	0	3	-4	-2	-0.9	0	4	12	7
CN1CCN(c2ccc(NC(=O)CSc3nnnn3-c3ccccc3F)cc2)CC1	0.1	0	-7	2	-5	0.4	-5	-4	-1	4
CCCCn1c(N)c(N(CCOC)C(=O)CN(C)S(=O)(=O)c2ccc(Cl)cc2)c(=O)[nH]c1=O	0.9	2	8	7	-3	-0.5	-14	-3	7	2
OCC(CCc1c[nH]c2ccccc12)c1c[nH]c2ccccc12 (stereo not given)	.	-14	35*	19	-9	0.6	-16	6	5	-29
CSCc1c(C(=O)Nc2ccc(N3CCOCC3)cc2)oc2ccccc12	1.1	2	3	9	3	-0.2	17	1	-11	-1
COc1ccc2[nH]c(C)c(C(=O)CN(C)CC3OCCO3)c2c1	.	-1	6	15	2	0.5	-4	-4	14	-1
CC(C)C(NS(=O)(=O)c1cccs1)C(=O)N1CCC(C(N)=O)CC1 (stereo not given)	0.9	5	0	-15	2	0.7	-10	0	13	5
CC(=O)N1N=C(c2ccc(Cl)cc2)CC1c1ccco1 (stereo not given)	2.2	-6	4	5	-5	0.2	-3	-5	-9	-5
Cn1c(=O)c2c(nc(NCc3ccccc3)n2CC(=O)NCc2ccccc2)n(C)c1=O	-1.5	6	7	7	-1	0.1	10	1	5	-1
O=C(OCCN1CCN(C2CN(Cc3cn(Cc4cccc(F)c4)nn3)S(=O)(=O)C2)CC1)c1cc2ccccc2o1 (stereo not given)	.	1	3	.	2	-0.1	-4	5	.	3
COc1cccc(CN(CC2CCCO2)S(=O)(=O)c2ccc(S(=O)(=O)N(C)C)cc2)c1 (stereo not given)	-0.3	-3	-7	9	-1	-0.1	-3	-3	-6	4
COc1nc(Nc2ccc3c(c2)OCO3)nc(OC)n1	2.8	10	-1	13	8	0.4	-5	3	11	8
Cc1cccc(Oc2c([N+](=O)[O-])c(=O)n(C)c3ccccc23)c1	1.3	13	4	6	8	-0.8	-17	2	1	2
Clc1ccccc1C1=CC(c2ccco2)n2nnnc2N1 (stereo not given)	0.9	0	-6	11	3	0.6	-15	9	-7	7
O=C(c1ccco1)N1N=C(c2ccccc2O)CC1c1cccs1 (stereo not given)	2.0	9	-8	-5	5	0.1	-3	3	-11	4
CCCCn1c(-c2c(Cl)c(C)nn2C)n[nH]c1=S	-0.3	1	18	-7	-1	0.3	9	-1	-9	-1
Cc1ccc(NC(=O)CCN2C(=O)NC(C)(C)C2=O)cc1F	0.1	5	5	4	-2	0.0	6	2	-4	-2
CSc1nc2ncc(C(=O)O)c(N)n2n1	4.6	2	8	11	1	0.0	-6	1	10	-4

# Compound profiles, as listed above. Order of values: FXN GAA850 act	NPR2 activator	HGIII-sPLA2 inh	ARFGAP1 inh	NPR1 activator	KLK7 zymogen act	ADAM10 inh	rCAG binder	ASAP1 inh	DDE Tn6 FP inh
# Record of `COc1nc(Nc2ccc3c(c2)OCO3)nc(OC)n1` : 2.8	10	-1	13	8	0.4	-5	3	11	8
# Record of `CCCCn1c(-c2c(Cl)c(C)nn2C)n[nH]c1=S` : -0.3	1	18	-7	-1	0.3	9	-1	-9	-1

# Further records follow:
structure	FXN GAA850 act	NPR2 activator	HGIII-sPLA2 inh	ARFGAP1 inh	NPR1 activator	KLK7 zymogen act	ADAM10 inh	rCAG binder	ASAP1 inh	DDE Tn6 FP inh
CC(C)c1nc2sc3c(=O)[nH]cnc3c2c2c1CCCC2	1.2	-8	-5	2	-1	-0.5	-2	-2	1	4
Cc1sc2ncnc(SCC(=O)N(C(C)C)C(C)C)c2c1C	-1.2	0	1	8	-2	-0.3	-7	-2	7	-5
Cc1cc(OCc2cccc(S(=O)(=O)N3CCOCC3)c2)ccc1Cl	0.6	-3	-7	6	1	-0.1	9	4	-8	-4
Cc1ccc(C(=O)NC(=S)NNC(=O)c2ccccc2)cc1	3.4	-2	24*	8	1	-0.1	10	11	-10	4
COc1cc(C(=O)NCCC(c2ccccc2)c2ccccc2)cc(OC)c1OC	-1.7	118*	-13	1	3	0.8	7	-7	-1	2
O=C(Nc1ccc(Br)cn1)c1ccc2ccccc2c1	0.6	-9	0	1	6	-0.1	4	5	0	7
CC(C)c1cccc(C(C)C)c1NC(=O)c1ccccc1	-1.1	3	7	-8	0	0.2	-4	-4	-5	4
